U2OS ROS induce: inducers of reactive oxygen species in cancer cells; ROS induction (% of piperlongumine), % at 10 µM; actives 2% (n = 46,000); U2OS ROS induction, H2DCF-DA fluorescence; AID 624156; in the data active = ROS induction above about 79%, passing the limit was not always enough;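 also: 0% = DMSO vehicle median and 100% = reference compound median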
* hit, by the source's call; & = joins results of further samples. This is a subset. The share of hits here may be higher or lower than overall.

structure | U2OS ROS induce
Cc1nc(S(=O)(=O)N2CCN(Cc3cccc(OCCO)c3)CC2)cn1C | -8
CCOC(=O)Cc1csc(-c2ncc(C(F)(F)F)cc2Cl)n1 | -9
CCSC1=C(C#N)C(c2ccc(Cl)cc2)C(C(=O)OC(C)(C)C)=C(C)N1 (centres undefined) | 14
Cc1ccc(S(=O)(=O)Nc2ccc3c(c2)CC(=O)N([C@H](C)CO)C[C@@H](C)[C@@H](CN(C)C(=O)Nc2ccc(C(F)(F)F)cc2)O3)cc1 | -9
CC(C)NC(=O)Nc1ccc2c(c1)C(=O)N([C@H](C)CO)C[C@H](C)[C@@H](CN(C)C(=O)NC1CCCCC1)OCCCC[C@@H](C)O2 | 10
N#Cc1c(C(F)(F)F)cc(-c2ccccc2)nc1SCCC(=O)Nc1ccccc1 | -9
COc1ccc(S(=O)(=O)Nc2ccc3c(c2)C(=O)N([C@H](C)CO)C[C@H](C)[C@H](CN(C)S(=O)(=O)c2c(C)noc2C)O3)cc1 | 7
Cc1ccc(S(=O)(=O)N(C)C[C@@H]2Oc3ccc(NC(=O)c4ccncc4)cc3C(=O)N([C@H](C)CO)C[C@@H]2C)cc1 | 1
C[C@H](CO)N1C[C@H](C)[C@H](CN(C)S(=O)(=O)c2cn(C)cn2)Oc2ccc(NC(=O)c3ccncc3)cc2C1=O | -10
Cc1ccc(NC(=O)CCN2C(=O)c3cccc([N+](=O)[O-])c3C2=O)c(Br)c1 | 56
Cc1ccccc1OCc1nn2c(COc3ccccc3)nnc2s1 | -28
CC(C)=C1C[C@@]2(CO)C(=CC1=O)CC[C@@H](O)[C@@H]2C | -7
COc1ccccc1NC(=O)CNS(=O)(=O)c1ccc(C(C)(C)C)cc1 | 4
O=C(O)/C=C/c1ccccc1O[C@@H]1O[C@H](CO)[C@@H](O)[C@H](O)[C@H]1O | -4
O=C1CSC(C23CC4CC(CC(C4)C2)C3)N1 (centres undefined) | 1
O=C(Nc1ccccc1)Nc1ccc(-n2ccc(C(F)(F)F)n2)cc1 | -13
Cc1sc2ncn(CC(=O)Nc3cccc(C(F)(F)F)c3)c(=O)c2c1-c1ccc(Cl)cc1 | 4
CC(C)NC(=O)N(C)C[C@@H]1OCCCC[C@@H](C)Oc2ccc(NS(=O)(=O)c3cccs3)cc2C(=O)N([C@H](C)CO)C[C@@H]1C | 61
COc1cccc2cc(C(=O)NCc3ccccn3)c(=O)oc12 | -32
Cc1noc(C)c1NC(=O)Nc1ccc2c(c1)CC(=O)N([C@@H](C)CO)C[C@H](C)[C@H](CN(C)C(=O)Nc1ccc(F)cc1)O2 | 0
Cc1cc(C(=O)Nc2cccc3c2O[C@@H](CN(C)S(C)(=O)=O)[C@H](C)CN([C@H](C)CO)C3=O)n(C)n1 | -4
COc1ccc(C#Cc2ccc3c(c2)[C@]2(C(=O)N3)[C@H](c3ccc(O)cc3)N3[C@H](c4ccccc4)[C@H](c4ccccc4)OC(=O)[C@H]3[C@@H]2C(N)=O)cc1 | -1
COc1ccc(-c2cc(SCCN3CCOCC3)c(C#N)c(-c3ccccc3)n2)cc1 | 75
C[C@@H]1CN([C@@H](C)CO)C(=O)Cc2cc(NC(=O)Nc3cccc4ccccc34)ccc2O[C@@H]1CN(C)C(=O)Nc1cccc2ccccc12 | 3
Fc1ccccc1N1CCN(CCCNc2nc(=S)[nH]c3ccccc23)CC1 | 14
COc1ccc(NC(=O)N(C)C[C@H]2Oc3ccc(NS(=O)(=O)c4cn(C)cn4)cc3C(=O)N([C@H](C)CO)C[C@@H]2C)cc1 | -9
C[C@@H]1CN([C@H](C)CO)C(=O)Cc2cc(NC(=O)CCCN(C)C)ccc2O[C@@H]1CN(C)S(=O)(=O)c1cccs1 | 5
COc1ccc(NC(=O)Nc2ccc3c(c2)CC(=O)N([C@H](C)CO)C[C@@H](C)[C@@H](CN(C)S(C)(=O)=O)O3)cc1 | 17
C[C@H]1CN([C@@H](C)CO)C(=O)Cc2cc(NC(=O)Nc3ccc4c(c3)OCO4)ccc2O[C@@H]1CN(C)Cc1ccccc1 | 45
C/C(=C\c1ccc(C(=O)O)cc1)c1ccc2c(c1)C(C)(C)CCC2(C)C | -3
Cc1ccsc1/C=N/NC(=O)CCCCCCC(=O)Nc1ccccc1O | 15
Cc1cccc(-c2noc(CN(C(C)C)S(=O)(=O)c3ccc(F)cc3)n2)c1 | 8
CC(C)NC(=O)Nc1cccc2c1O[C@@H](CN(C)CC1CC1)[C@H](C)CN([C@H](C)CO)C2=O | -6
Cc1cc(C)cc(N(C(C)C(=O)Nc2cccc(C(F)(F)F)c2)S(C)(=O)=O)c1 (centres undefined) | 10
C[C@@H]1CN([C@H](C)CO)C(=O)c2cccc(NC(=O)Nc3ccccc3)c2O[C@@H]1CN(C)Cc1ccncc1 | 6
COC(=O)C(CC#Cc1ccc2c(c1)[C@]1(C(=O)N2)[C@H](C(=O)N2CCc3cc(OC)c(OC)cc3C2)[C@H]2C(=O)O[C@H](c3ccccc3)[C@H](c3ccccc3)N2[C@@H]1c1ccc(OCCO)cc1)C(=O)OC | 26
Cc1cc(I)ccc1NC(=O)Cn1c([N+](=O)[O-])cnc1C | 4
Cc1ccccc1OC1C(=O)N(CCc2ccc(F)cc2)C1c1ccc2c(c1)OCO2 (centres undefined) | 32
C[C@@H]1CN([C@@H](C)CO)C(=O)CCCn2cc(nn2)CO[C@@H]1CN(C)C(=O)Nc1ccccc1C(F)(F)F | -7
Cc1noc(C)c1NC(=O)Nc1cccc2c1O[C@@H](CN(C)C(=O)Nc1c(C)noc1C)[C@@H](C)CN([C@H](C)CO)C2=O | -11
C[C@H](CO)N1C[C@H](C)[C@@H](CN(C)C(=O)Nc2ccccc2)OCc2cnnn2CCCC1=O | -4
C[C@H]1CN([C@@H](C)CO)C(=O)c2cc(NS(=O)(=O)c3ccc(Cl)cc3)ccc2O[C@H]1CN(C)S(=O)(=O)c1ccc(F)cc1 | 10
C[C@@H]1CN([C@H](C)CO)C(=O)c2cc(NS(=O)(=O)c3cccs3)ccc2O[C@H]1CN(C)Cc1ccc(Cl)c(Cl)c1 | -3
CCOC(=O)c1cnc2c(cnn2CC)c1NN=C(C)C | 7
C[C@@H]1CN([C@H](C)CO)C(=O)Cc2cc(NC(=O)Cc3ccccc3)ccc2O[C@H]1CN(C)Cc1ccc(C(=O)Nc2ccccc2N)cc1 | 3

Two records drawn at random from the list so far, as already listed:
structure | U2OS ROS induce
Cc1ccccc1OCc1nn2c(COc3ccccc3)nnc2s1 | -28
COc1ccc(C#Cc2ccc3c(c2)[C@]2(C(=O)N3)[C@H](c3ccc(O)cc3)N3[C@H](c4ccccc4)[C@H](c4ccccc4)OC(=O)[C@H]3[C@@H]2C(N)=O)cc1 | -1

Next results.
structure | U2OS ROS induce
C[C@H](CO)N1C[C@H](C)[C@H](CN(C)Cc2ccccc2)Oc2ccc(NC(=O)Nc3cccc4ccccc34)cc2CC1=O | 3
COc1ccc(S(=O)(=O)Nc2ccc3c(c2)C(=O)N([C@H](C)CO)C[C@H](C)[C@H](CN(C)S(=O)(=O)c2cn(C)cn2)OCCCC[C@@H](C)O3)cc1 | 18
C[C@H]1CN([C@@H](C)CO)C(=O)Cc2cc(NS(=O)(=O)c3cn(C)cn3)ccc2O[C@H]1CN(C)S(C)(=O)=O | -5
COC(=O)c1onc(C(=O)c2ccccc2)c1C(=O)OC | 72
COc1ccc(Cl)cc1NC(=S)NCc1ccc(S(N)(=O)=O)cc1 | -2
O=S(=O)(N1CCOCC1)n1c(Cc2ccccc2)nc2ccccc21 | -5
COc1ccc([N+](=O)[O-])cc1NC(=O)CCC1COc2ccccc2O1 (centres undefined) | 21
C[C@@H]1CN([C@H](C)CO)C(=O)Cc2cc(NS(=O)(=O)c3ccccc3)ccc2O[C@H]1CN(C)Cc1ccc(C(=O)O)cc1 | -1
Cc1noc(C)c1S(=O)(=O)Nc1ccc2c(c1)C(=O)N([C@H](C)CO)C[C@H](C)[C@@H](CN(C)C(=O)Nc1ccc(F)cc1)O2 | -7
Cc1ccc(C2=NN=C(NC(=O)CSc3ccccc3)SC2)cc1 | 21
C[C@H]1CN([C@@H](C)CO)C(=O)c2cc(NS(=O)(=O)c3cccs3)ccc2O[C@H]1CN(C)Cc1ccc(C(F)(F)F)cc1 | -1
CC1(C)CC(=O)c2cc(OCC(=O)NC3CCCC3)ccc2O1 | 25
COc1ccc(NS(=O)(=O)c2ccc3c(c2)OCC(=O)N3)cc1 | -6
CNC[C@@H]1Oc2ccc(NC(=O)Nc3ccc(F)cc3)cc2CC(=O)N([C@@H](C)CO)C[C@@H]1C | 7
CCOC(=O)c1ccc(NC(=O)C(C)Sc2nc3ccccc3[nH]2)cc1 (centres undefined) | 14

Some of these compounds in order of length of the SMILES, ascending:
structure | U2OS ROS induce
CCOC(=O)c1cnc2c(cnn2CC)c1NN=C(C)C | 7
Cc1ccc(C2=NN=C(NC(=O)CSc3ccccc3)SC2)cc1 | 21
Cc1ccsc1/C=N/NC(=O)CCCCCCC(=O)Nc1ccccc1O | 15
N#Cc1c(C(F)(F)F)cc(-c2ccccc2)nc1SCCC(=O)Nc1ccccc1 | -9
Cc1cccc(-c2noc(CN(C(C)C)S(=O)(=O)c3ccc(F)cc3)n2)c1 | 8
CNC[C@@H]1Oc2ccc(NC(=O)Nc3ccc(F)cc3)cc2CC(=O)N([C@@H](C)CO)C[C@@H]1C | 7
C[C@H]1CN([C@@H](C)CO)C(=O)Cc2cc(NS(=O)(=O)c3cn(C)cn3)ccc2O[C@H]1CN(C)S(C)(=O)=O | -5

(next part)
structure | U2OS ROS induce
Cc1cc(N(CC(=O)Nc2ccc(F)cc2)S(C)(=O)=O)ccc1Br | 10
COc1ccc(S(=O)(=O)Nc2ccc3c(c2)C(=O)N([C@H](C)CO)C[C@H](C)[C@@H](CN(C)Cc2ccc4c(c2)OCO4)OCCCC[C@@H](C)O3)cc1 | 52
C[C@H]1CN([C@@H](C)CO)C(=O)c2cccc(NC(=O)Nc3ccccc3)c2O[C@H]1CN(C)C(=O)NC1CCCCC1 | 0
CN(Cc1ccccc1)C(=O)CSc1nc2ccc(Br)cc2c2nc3ccccc3n12 | 12
Cc1cc(C)cc(-n2c(C)cc(/C=C3\SC(=O)NC3=O)c2C)c1 | 58
C[C@@H]1CN([C@@H](C)CO)C(=O)c2cc(NC(=O)Cc3cn(C)c4ccccc34)ccc2O[C@@H]1CN(C)Cc1ccc(C(=O)O)cc1 | -1
Cc1nc(SCC(=O)Nc2ccc(Oc3ccccc3)cc2)n[nH]1 | 1
O=C1NC(=O)c2cc(-c3ccccc3)ccc21 | 22
COc1ccc(S(=O)(=O)Nc2cccc3c2O[C@@H](CN(C)S(=O)(=O)c2ccc(C)cc2)[C@@H](C)CN([C@@H](C)CO)C3=O)cc1 | -2
Cc1noc(C)c1NC(=O)Nc1ccc2c(c1)C(=O)N([C@@H](C)CO)C[C@@H](C)[C@H](CN(C)S(=O)(=O)c1cccs1)O2 | -10
CNC[C@@H]1OCCCC[C@@H](C)Oc2ccc(NC(=O)C3CCCCC3)cc2C(=O)N([C@H](C)CO)C[C@@H]1C | -9
C[C@@H]1CN([C@H](C)CO)C(=O)CCCn2nncc2CO[C@@H]1CN(C)S(=O)(=O)c1ccc(C#N)cc1 | 18
Cc1ccc(S(=O)(=O)Nc2ccc3c(c2)C(=O)N([C@H](C)CO)C[C@@H](C)[C@@H](CN(C)Cc2ccc(C(=O)O)cc2)O3)cc1 | 3
CC(C)NC(=O)Nc1ccc2c(c1)CC(=O)N([C@@H](C)CO)C[C@H](C)[C@@H](CN(C)CC1CC1)O2 | -3
C[C@@H]1CN([C@H](C)CO)C(=O)Cc2cc(NS(=O)(=O)c3ccc(Cl)cc3)ccc2O[C@@H]1CN(C)Cc1ccc(C(=O)O)cc1 | 12
CC(C)NC(=O)Nc1cccc2c1O[C@H](CN(C)CC1CC1)[C@@H](C)CN([C@H](C)CO)C2=O | -3
C[C@H]1CN([C@@H](C)CO)C(=O)c2cc(NS(=O)(=O)c3ccc(F)cc3)ccc2O[C@@H]1CN(C)S(=O)(=O)c1ccc(Cl)cc1 | 18
C[C@@H]1CN([C@@H](C)CO)C(=O)c2cccc(NC(=O)c3cnccn3)c2O[C@H]1CN(C)Cc1ccc(C(=O)O)cc1 | -12
CC(C)(C)n1ncc2c(=O)n(CC(=O)c3ccccc3)cnc21 | 11
COc1ccc(S(=O)(=O)Nc2cccc3c2O[C@H](CN(C)Cc2ccc(C(=O)Nc4ccccc4N)cc2)[C@H](C)CN([C@H](C)CO)C3=O)cc1 | 3
O=c1c2ccccc2[nH]c(=S)n1CC1COc2ccccc2O1 (centres undefined) | 7
CC/C(=C(\c1ccccc1)c1ccc(OCCN(C)C)cc1)c1ccccc1 | -11&4
C[C@H]1CN([C@@H](C)CO)C(=O)CCCn2cc(nn2)CO[C@@H]1CN(C)Cc1ccc(C(F)(F)F)cc1 | 10
CN1C(=O)C(C)(C)c2cc(S(=O)(=O)N3CCCC3)ccc21 | 22
CS/C(NCC1CC1)=C(/C#N)C(=O)c1ccc(Cl)cc1 | 196*
Cc1noc(C)c1NC(=O)Nc1ccc2c(c1)C(=O)N([C@@H](C)CO)C[C@@H](C)[C@@H](CN(C)Cc1ccccc1)O2 | -12
CCOC(=S)Nc1cccc2ccccc12 | -11
C[C@@H]1CN([C@@H](C)CO)C(=O)c2cc(NC(=O)CCCN(C)C)ccc2O[C@H]1CN(C)Cc1ccc(Cl)c(Cl)c1 | -6
CC(C)NC(=O)N(C)C[C@@H]1Oc2ccc(NC(=O)C3CC3)cc2C(=O)N([C@H](C)CO)C[C@H]1C | -16
Cc1ccc(NC(=O)CN(c2cccc(F)c2)S(C)(=O)=O)cc1Cl | -34
Cc1noc(C)c1NC(=O)Nc1ccc2c(c1)C(=O)N([C@@H](C)CO)C[C@H](C)[C@H](CN(C)Cc1ccc(-c3ccccc3)cc1)O2 | 5
CC1CCC2(C)C(CC(O)C(O)C2(O)CO)C1(C)CCc1ccoc1 (centres undefined) | -1
Cc1noc(C)c1NC(=O)N(C)C[C@@H]1OCCCC[C@@H](C)Oc2ccc(NC(=O)c3ccccc3)cc2C(=O)N([C@H](C)CO)C[C@@H]1C | -11

Source: PubChem
